Rpn11 inh: blocks the human proteasome subunit Rpn11; 0.59% of 360,000 active; O00487; calls only at 20 µM; human 26S proteasome, Ub4-pepOG fluorescence polarization; 20S core pre-blocked with epoxomicin;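 active = inhibition at 20 µM, scaled to each plate's controls, above about 33%, limit read from the data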
Target sequence (O00487 whole entry, looked up): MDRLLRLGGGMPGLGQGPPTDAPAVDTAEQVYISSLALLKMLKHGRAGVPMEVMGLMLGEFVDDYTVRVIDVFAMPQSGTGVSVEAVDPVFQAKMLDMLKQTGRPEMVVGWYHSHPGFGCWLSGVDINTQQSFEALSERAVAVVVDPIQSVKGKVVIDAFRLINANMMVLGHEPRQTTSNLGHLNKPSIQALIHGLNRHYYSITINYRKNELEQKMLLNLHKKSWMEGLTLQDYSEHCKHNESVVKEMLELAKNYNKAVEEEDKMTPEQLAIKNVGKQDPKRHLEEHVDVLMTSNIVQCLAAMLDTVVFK
MsrA act: activators of bovine methionine sulfoxide reductase A; AID 602163; 0.3% of 360,000 active; purified bovine MsrA, absorbance read-out; activation, % at 10.6 µM; in the data active = activation above about 7.5%;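 also: 0% = vehicle and 100% = reference activator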
MLLE-PAM2 inh: blocks PAM2 peptide binding to the PABP1 MLLE domain; GST-MLLE / FITC-PAM2 fluorescence polarization; inhibition, % at 20 µM; 0.36% of 360,000 active; AID 588489; in the data active = inhibition above about 35%, passing the limit was not always enough;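 also: plate controls were DMSO wells with GST-MLLE for no effect and wells lacking GST-MLLE protein for full effect; some results filed as inactive read as strong as hits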
eLon inh: inhibits E. coli Lon protease. P0A9M0. 0.42% of 360,000 active. purified E. coli Lon protease, fluorescence polarization. inhibition, % at 7.94 µM; in the data active = inhibition above about 13%, passing the limit was not always enough;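 also: 0% = enzyme with probe and DMSO and 100% = no enzyme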
MsrA inh: inhibitors of bovine MsrA; inhibition, % at 15.5 µM; purified bovine MsrA, absorbance read-out; 0.75% of 360,000 active; in the data active = inhibition above about 4.5%;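 also: 0% = vehicle wells with enzyme and 100% = reference inhibitor wells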
CSN inh: inhibitors of human CSN-mediated cullin deneddylation; Q92905; Purified CSN, SCF-Nedd8-OG deneddylation, fluorescence polarization; inhibition, % at 12.5 µM; 0.38% of 360,000 active;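 active = pattern-corrected inhibition above about 35%, with an unprinted fluorescence ratio check between 0.5 and 1.5, limit read from the data, passing the limit was not always enough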;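 also: 0% = enzyme with substrate and 100% = substrate without enzyme; some results filed as inactive read as strong as hits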
Target sequence (Q92905 whole entry, looked up, one chain of several): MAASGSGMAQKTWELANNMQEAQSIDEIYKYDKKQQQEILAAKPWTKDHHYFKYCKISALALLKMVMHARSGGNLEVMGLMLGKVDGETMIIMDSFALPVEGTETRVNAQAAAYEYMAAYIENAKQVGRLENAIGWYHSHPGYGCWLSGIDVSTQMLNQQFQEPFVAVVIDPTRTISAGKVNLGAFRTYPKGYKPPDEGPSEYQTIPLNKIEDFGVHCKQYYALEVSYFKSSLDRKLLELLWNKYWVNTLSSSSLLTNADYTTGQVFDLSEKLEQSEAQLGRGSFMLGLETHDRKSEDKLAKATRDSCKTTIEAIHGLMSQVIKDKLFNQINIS
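Schedule: reaction 90 min, room temperature / Assay system: HEK293T-derived human Csn5 enzyme / Input: Csn5 at 0.24 nM final / Measure: inhibition of Csn5 cleavage, % / Control set: substrate-only high control, full reaction low control / Technique: fluorescence polarization of the substrate / Buffer or medium: Tris/NaCl/DTT buffer, pH 7.5 / Reagent: SCFSkp2-Nedd8OG substrate at 10 nM final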
FAS-TE inh: FAS thioesterase (human) inhibition. P49327. recombinant FAS-TE, OMFH fluorogenic substrate, fluorescence endpoint. inhibition, % at 15 µM. 0.67% of 360,000 active. AID 602261;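 active = compounds whose normalised, plate-corrected inhibition of enzyme fluorescence in the single-dose primary screen is 50% or more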;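 also: 0% = DMSO with enzyme and 100% = substrate without enzyme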
MT1-MMP act inh: blocks activation of human MT1-MMP | GFP/RFP ratio change, % at 20 µM | HT1080 RFP-PRO-GFP cells, GFP/RFP ratio fluorescence, overnight; percent of plate control window, DMSO zero | 0.061% of 360,000 active;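 active = GFP/RFP ratio change of at least 30% with cell ATP level not reduced by more than half and red fluorescence within 50% of control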; also: strong numbers were not always called active
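Test system: HT1080 cells expressing an RFP-PRO-GFP fluorescent reporter construct / Compound dosing: single-point 20 µM compound, 1% DMSO / Schedule: cells overnight before dosing, compound overnight, 37 °C, 5% CO2 / Evaluation: GFP/RFP fluorescence ratio / Control set: DMSO and RFP-L50D-GFP cell wells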
Rin1-Abl PPI inh: inhibitors of human Rin1-Abl protein interaction | AID 588664 | P00519+Q13671 | TR-FRET Rin1/Abl binding, biochemical | 0.4% of 360,000 active | inhibition, % at 7.35 µM; in the data active = inhibition above about 5%, passing the limit was not always enough
Starred values were filed as active, the others as inactive. Not a hit list, and some 3.7% of all compounds hit somewhere here.

Screening O=C(O)C1=C(C(=O)Nc2cc(C(F)(F)F)ccc2Cl)CCCC1 returned Rpn11 inh inactive, MsrA act -1, MLLE-PAM2 inh 14, eLon inh 3, MsrA inh 1.7, CSN inh 0, FAS-TE inh -4, MT1-MMP act inh -9 and Rin1-Abl PPI inh 1.
O=C(NCCN1CCOCC1)c1ccc(Cl)c(S(=O)(=O)N2CCOCC2)c1 was read as Rpn11 inh inactive, MsrA act -3, MLLE-PAM2 inh 4, eLon inh -9, MsrA inh -1.9, CSN inh 3, FAS-TE inh -4, MT1-MMP act inh 4 and Rin1-Abl PPI inh 0.
COc1cc(OC)c2c(-c3ccccc3)cc(=O)oc2c1C(CC(=O)N1CCOCC1)c1ccc(N(C)C)cc1 (configuration not stated) was read as Rpn11 inh inactive, MsrA act -10, MLLE-PAM2 inh -11, eLon inh -6, MsrA inh 0.9, CSN inh 0, FAS-TE inh 22, MT1-MMP act inh -6 and Rin1-Abl PPI inh 0.
Screening COCCCN(CCNC(=O)c1ccc(NC2=NC3CS(=O)(=O)CC3S2)cc1)Cc1ccco1 (configuration not stated) returned Rpn11 inh inactive, MsrA act -3, MLLE-PAM2 inh -55, eLon inh -6, MsrA inh 0.3, CSN inh 2, FAS-TE inh -3, MT1-MMP act inh 4 and Rin1-Abl PPI inh -2.
Screening Cc1ccn(CCC(=O)N2CCc3ccccc32)n1 returned Rpn11 inh inactive, MsrA act -4, MLLE-PAM2 inh 17, eLon inh -7, MsrA inh -0.3, CSN inh -3, FAS-TE inh -8, MT1-MMP act inh -9 and Rin1-Abl PPI inh 5.
For CC1Cc2cc(/C(O)=C3/C(=O)C(=O)N(CCCn4ccnc4)C3c3ccc(F)cc3)ccc2O1 (configuration not stated) the results were Rpn11 inh inactive, MsrA act -1, MLLE-PAM2 inh 10, eLon inh 5, MsrA inh 3.1, CSN inh 3, FAS-TE inh -6, MT1-MMP act inh 3 and Rin1-Abl PPI inh -3.
O=C(NC(=S)Nc1ccccc1F)c1ccc(Br)o1 was read as Rpn11 inh inactive, MsrA act -3, MLLE-PAM2 inh 20, eLon inh 5, MsrA inh 3.2, CSN inh -1, FAS-TE inh 0, MT1-MMP act inh 1 and Rin1-Abl PPI inh -2.
Screening CN1C(=O)c2ccc(NC(=O)c3cccc4ccccc34)cc2C1=O returned Rpn11 inh inactive, MsrA act -8, MLLE-PAM2 inh 1, eLon inh 14, MsrA inh 0.0, CSN inh 1, FAS-TE inh 0, MT1-MMP act inh 2 and Rin1-Abl PPI inh -3.
CCn1nc(NS(=O)(=O)c2ccc(NC(C)=O)cc2)c2cc3cccc(C)c3nc21 was read as Rpn11 inh inactive, MsrA act -3, MLLE-PAM2 inh -12, eLon inh 3, MsrA inh 2.6, CSN inh -1, FAS-TE inh -6, MT1-MMP act inh 3 and Rin1-Abl PPI inh 3.
`COCCCN1CN(Cc2ccco2)CNC1=S` gave Rpn11 inh inactive, MsrA act -3, MLLE-PAM2 inh -10, eLon inh 9, MsrA inh 0.0, CSN inh -4, FAS-TE inh -5, MT1-MMP act inh 2 and Rin1-Abl PPI inh -2.
For Cc1nc(C)c(-c2ccc(SCc3cccc(F)c3)nn2)s1 the results were Rpn11 inh inactive, MsrA act -3, MLLE-PAM2 inh 4, eLon inh -20, MsrA inh 0.3, CSN inh 6, FAS-TE inh 19, MT1-MMP act inh 3 and Rin1-Abl PPI inh 0.
For CCCOc1ccc(N2C(=O)C3C4C=CC(CC4)C3C2=O)cc1 (configuration not stated) the results were Rpn11 inh inactive, MsrA act -10, MLLE-PAM2 inh 11, eLon inh -4, MsrA inh -0.4, CSN inh -2, FAS-TE inh 1, MT1-MMP act inh 9 and Rin1-Abl PPI inh 4.
COc1ccc(S(=O)(=O)Oc2ccccc2C(=S)N2CCOCC2)cc1 was read as Rpn11 inh inactive, MsrA act -7, MLLE-PAM2 inh 31, eLon inh 15, MsrA inh -1.3, CSN inh 3, FAS-TE inh 5, MT1-MMP act inh 2 and Rin1-Abl PPI inh -2.
CCC(=O)Nc1ccc(C(=O)CSc2nc3ccccc3cc2CC)cc1 was read as Rpn11 inh inactive, MsrA act -5, MLLE-PAM2 inh 9, eLon inh -4, MsrA inh 0.0, CSN inh 1, FAS-TE inh 18, MT1-MMP act inh 2 and Rin1-Abl PPI inh 2.
`COc1ccccc1/C=C/C(=O)OCC(=O)Nc1ccc(Cl)cn1` gave Rpn11 inh inactive, MsrA act 0, MLLE-PAM2 inh 6, eLon inh -1, MsrA inh 0.8, CSN inh -3, FAS-TE inh 14, MT1-MMP act inh -2 and Rin1-Abl PPI inh 0.
Screening Cc1ccc(NC(=O)C(=O)NCCN2CCN(Cc3ccc([N+](=O)[O-])cc3)CC2)cc1 returned Rpn11 inh inactive, MsrA act -6, MLLE-PAM2 inh -12, eLon inh 4, MsrA inh -0.4, CSN inh -2, FAS-TE inh -6, MT1-MMP act inh 1 and Rin1-Abl PPI inh -2.
`O=C(Nc1ccccc1)c1ccc(F)cc1F` gave Rpn11 inh inactive, MsrA act 3, MLLE-PAM2 inh -7, eLon inh -17, MsrA inh 0.6, CSN inh -5, FAS-TE inh -7, MT1-MMP act inh 3 and Rin1-Abl PPI inh 2.
O=C(CCl)N1c2ccccc2SCC1c1ccccc1 (configuration not stated) was read as Rpn11 inh inactive, MsrA act -3, MLLE-PAM2 inh -12, eLon inh -8, MsrA inh -0.4, CSN inh 0, FAS-TE inh 6, MT1-MMP act inh -3 and Rin1-Abl PPI inh -1.
COc1ccc(N(C(=O)c2ccco2)S(=O)(=O)c2cc(Cl)c(Cl)cc2Cl)cc1 was read as Rpn11 inh inactive, MsrA act 0, MLLE-PAM2 inh 5, eLon inh 6, MsrA inh 0.2, CSN inh -3, FAS-TE inh 24, MT1-MMP act inh -1 and Rin1-Abl PPI inh -3.
COc1ccc(NC(=O)CSc2nc(O)cc(=O)n2C)cc1 was read as Rpn11 inh inactive, MsrA act 1, MLLE-PAM2 inh 8, eLon inh 8, MsrA inh 0.2, CSN inh 1, FAS-TE inh -5, MT1-MMP act inh 4 and Rin1-Abl PPI inh -3.

Brought forward from above: four entries; new compounds follow.
`O=C(Nc1ccccc1)c1ccc(F)cc1F` gave Rpn11 inh inactive, MsrA act 3, MLLE-PAM2 inh -7, eLon inh -17, MsrA inh 0.6, CSN inh -5, FAS-TE inh -7, MT1-MMP act inh 3 and Rin1-Abl PPI inh 2.
O=C(CCl)N1c2ccccc2SCC1c1ccccc1 (configuration not stated) was read as Rpn11 inh inactive, MsrA act -3, MLLE-PAM2 inh -12, eLon inh -8, MsrA inh -0.4, CSN inh 0, FAS-TE inh 6, MT1-MMP act inh -3 and Rin1-Abl PPI inh -1.
COc1ccc(N(C(=O)c2ccco2)S(=O)(=O)c2cc(Cl)c(Cl)cc2Cl)cc1 was read as Rpn11 inh inactive, MsrA act 0, MLLE-PAM2 inh 5, eLon inh 6, MsrA inh 0.2, CSN inh -3, FAS-TE inh 24, MT1-MMP act inh -1 and Rin1-Abl PPI inh -3.
COc1ccc(NC(=O)CSc2nc(O)cc(=O)n2C)cc1 was read as Rpn11 inh inactive, MsrA act 1, MLLE-PAM2 inh 8, eLon inh 8, MsrA inh 0.2, CSN inh 1, FAS-TE inh -5, MT1-MMP act inh 4 and Rin1-Abl PPI inh -3.
For Cc1ccsc1C(=O)OCC(=O)c1cc(C)n(C)c1C the results were Rpn11 inh inactive, MsrA act -2, MLLE-PAM2 inh 4, eLon inh -17, MsrA inh -0.2, CSN inh 0, FAS-TE inh 0, MT1-MMP act inh 0 and Rin1-Abl PPI inh 1.
`Cc1noc(C)c1CSc1cc(C)c2ccccc2n1` gave Rpn11 inh inactive, MsrA act 2, MLLE-PAM2 inh 7, eLon inh -4, MsrA inh 0.7, CSN inh 8, FAS-TE inh 23, MT1-MMP act inh 6 and Rin1-Abl PPI inh 1.
Screening COc1ccc(CNC(C)CCc2ccccc2)cc1 (configuration not stated) returned Rpn11 inh inactive, MsrA act 0, MLLE-PAM2 inh -10, eLon inh 6, MsrA inh -0.3, CSN inh -4, FAS-TE inh -5, MT1-MMP act inh -1 and Rin1-Abl PPI inh 0.
For O=C(CN1C(=O)NC2(CCCCC2)C1=O)NCc1ccc2c(c1)OCO2 the results were Rpn11 inh inactive, MsrA act -5, MLLE-PAM2 inh -4, eLon inh 5, MsrA inh -0.9, CSN inh 6, FAS-TE inh -4, MT1-MMP act inh 1 and Rin1-Abl PPI inh 0.
`COc1ccccc1-c1cc(SC)c(C#N)c(=O)o1` gave Rpn11 inh inactive, MsrA act -5, MLLE-PAM2 inh 14, eLon inh -3, MsrA inh 0.6, CSN inh 3, FAS-TE inh 55*, MT1-MMP act inh 2 and Rin1-Abl PPI inh -1.
Screening Cc1nc2ccc(S(=O)(=O)NCC(=O)Nc3ccc(F)cc3)cc2s1 returned Rpn11 inh inactive, MsrA act -2, MLLE-PAM2 inh 4, eLon inh -6, MsrA inh 1.8, CSN inh 3, FAS-TE inh -4, MT1-MMP act inh 2 and Rin1-Abl PPI inh -2.
Nc1ncnc2c1ncn2[C@@H]1O[C@H](CNCc2cccn2-c2nccs2)[C@@H](O)[C@H]1O was read as Rpn11 inh inactive, MsrA act 0, MLLE-PAM2 inh 2, eLon inh -3, CSN inh -3, FAS-TE inh -10, MT1-MMP act inh -2 and Rin1-Abl PPI inh 1.
`O=C(Nc1cccc(-c2csc(-c3ccccc3)n2)c1)c1cccs1` gave Rpn11 inh inactive, MsrA act -4, MLLE-PAM2 inh -8, eLon inh -5, MsrA inh 0.4, CSN inh -2, FAS-TE inh 32, MT1-MMP act inh 7 and Rin1-Abl PPI inh 1.
COC1=C(Nc2ccc(OC)cc2)C(=O)C(OC)=C(Nc2ccc(OC)cc2)C1=O was read as Rpn11 inh inactive, MsrA act -7, MLLE-PAM2 inh -4, eLon inh -4, MsrA inh 2.3, CSN inh 0, FAS-TE inh -11, MT1-MMP act inh 5 and Rin1-Abl PPI inh 2.
CCOc1ccc(NC2=CC(=O)CC(c3ccco3)C2)cc1 (configuration not stated) was read as Rpn11 inh inactive, MsrA act -7, MLLE-PAM2 inh -11, eLon inh -4, MsrA inh 3.3, CSN inh -2, FAS-TE inh -8, MT1-MMP act inh -7 and Rin1-Abl PPI inh 0.
Screening O=C(NCCN1CCOCC1)c1cc(-c2ccc(Cl)cc2Cl)on1 returned Rpn11 inh inactive, MsrA act -10, MLLE-PAM2 inh 4, eLon inh 0, MsrA inh -1.1, CSN inh 3, FAS-TE inh -4, MT1-MMP act inh 4 and Rin1-Abl PPI inh 0.
Screening Nc1nc(SCC(=O)c2cc(F)ccc2F)n[nH]1 returned Rpn11 inh inactive, MsrA act -2, MLLE-PAM2 inh 22, eLon inh -2, MsrA inh 0.1, CSN inh 10, FAS-TE inh -12, MT1-MMP act inh 4 and Rin1-Abl PPI inh -1.
Screening CCC(CC)NC(=O)c1ccccc1Oc1ccccc1 returned Rpn11 inh inactive, MsrA act -2, MLLE-PAM2 inh 2, eLon inh -2, MsrA inh 0.2, CSN inh 2, FAS-TE inh -1, MT1-MMP act inh 0 and Rin1-Abl PPI inh 3.

Assay outcomes as filed in PubChem.
